ALOX12 inh: blocks human arachidonate 12S-lipoxygenase. P18054. purified 12hLO, xylenol orange hydroperoxide absorbance. Potency, µM (titrated, usually from 108 µM), without a hit: at the highest dose activity change, negative = inhibition, usual class: inhibitors. 580,000 compounds, 1.1% hits; active = well fitted inhibition curve with a large enough effect; inconclusive = small, poorly fitted or top-dose-only effect, or another doubt; inactive = no such curve, though single readings can be large or run the other way
Target sequence (P18054 whole entry, looked up): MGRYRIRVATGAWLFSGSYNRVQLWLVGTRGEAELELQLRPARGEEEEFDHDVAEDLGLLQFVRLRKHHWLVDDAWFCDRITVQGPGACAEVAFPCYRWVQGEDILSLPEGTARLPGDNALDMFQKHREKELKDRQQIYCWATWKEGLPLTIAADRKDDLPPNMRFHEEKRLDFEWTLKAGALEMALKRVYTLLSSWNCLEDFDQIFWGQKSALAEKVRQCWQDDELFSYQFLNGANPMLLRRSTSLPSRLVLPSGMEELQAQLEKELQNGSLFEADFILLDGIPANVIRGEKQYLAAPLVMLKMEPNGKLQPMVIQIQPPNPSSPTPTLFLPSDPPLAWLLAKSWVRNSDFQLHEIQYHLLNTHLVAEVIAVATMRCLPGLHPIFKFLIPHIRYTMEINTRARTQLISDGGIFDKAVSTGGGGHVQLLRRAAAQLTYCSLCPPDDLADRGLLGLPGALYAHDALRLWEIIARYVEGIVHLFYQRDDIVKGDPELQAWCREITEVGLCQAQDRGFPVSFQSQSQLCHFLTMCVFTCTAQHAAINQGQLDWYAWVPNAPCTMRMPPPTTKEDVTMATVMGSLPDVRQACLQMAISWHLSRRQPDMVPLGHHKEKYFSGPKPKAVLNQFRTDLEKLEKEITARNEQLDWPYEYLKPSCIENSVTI
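Purified human 12hLO at 150 nM in 25 mM Hepes, 0.01% Triton X-100, pH 7.0, preincubated 15 min at room temperature with compound. Reaction started with 40 uM arachidonic acid, 30 min at room temperature. Hydroperoxide measured by Fe-xylenol orange, 573/405 nm absorbance ratio.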
The depositor's hits bear a star; ? = inconclusive; [ ] = another dose, or the depositor's remark. % is scaled to controls: 0 for no effect and ±100 for the full control effect; potency is read from the fitted curve at half-maximal effect.

entry | structure | ALOX12 inh
1 | Cc1cccc(O[C@H]2COCCN(c3nc4ccccc4o3)C2)n1 | 26%[176 µM]
2 | Cc1cccc(CN2CCNc3cnc(-c4ccccc4)cc3C2)c1 | -17%[176 µM]
3 | COc1cc(C#N)ccc1OCc1ccccc1C#N | -3%
4 | CCOc1cc(/C=C/c2cc(C(=O)O)c3cc(C)ccc3n2)ccc1O | 4%
5 | CN(C)C(=O)c1n[nH]c2c1CN(S(=O)(=O)c1ccccc1)CC2 | 75%[activator]
6 | O=C1NC2(CCN(C(=O)c3ccc(Cl)cc3)CC2)Oc2ccccc21 | 6%[6.33 µM]
7 | O=C(CCc1nnc2ccc(NCc3ccccc3)nn12)N1CCN(c2ccccc2)CC1 | 18%
8 | O=C(COC(=O)c1cccc(S(=O)(=O)N2CCOCC2)c1)NC1CCCCC1 | 7%
9 | Cc1ccc(COc2ccc(Cl)cc2C=O)cc1 | -26%
10 | Cc1nc(SC(C)c2ccc(F)c(Cl)c2)sc1CC(N)=O (stereo not drawn) | -3%
11 | CC(C(=O)NC1CC1)N1CCN(c2oc(-c3ccco3)nc2C#N)CC1 (stereo not drawn) | -4%
12 | O=C1C=C(c2ccccc2Oc2ccccc2)C[C@@H](c2ccc(F)cc2)C1 | ?
13 | O=C(NC1CCCC1)c1ccc2c(c1)OCCCO2 | -46%
14 | COc1ccc(C(=O)NCC2CCCCC(=O)N2)cc1 (stereo not drawn) | -6%
15 | COc1cccc(N2CCN(C(=O)c3ccc(OC)c(S(=O)(=O)NC4CC4)c3)CC2)c1 | 3%
16 | COc1ccccc1-c1cc(=O)c2cc(NS(=O)(=O)c3ccccc3)ccc2o1 | ?
17 | COc1cccc(-c2ccc(NC(=O)C3CCCN3C(=O)CNC(C)=O)cc2)c1 (stereo not drawn) | 27%
18 | NC(=O)NC(=O)COC(=O)c1cccc(Br)c1 | 3%
19 | C[C@@H]1CN(C(=O)NCc2ccco2)C[C@H]1c1nc(-c2ccncc2)no1 | -6%
20 | O=C1CCCCC(CNC(=O)c2ccccc2)N1 (stereo not drawn) | 1%
21 | CC(O)(c1cccnc1)c1nc(-c2cc(F)cc(F)c2)cs1 (stereo not drawn) | ?
22 | CC(=O)N[C@H]1CC[C@]2(C)CC[C@@H](C(C)C(=O)NC3CCCC3)[C@H](O)[C@H]2[C@@H]1C (stereo partly drawn) | 39%[176 µM]
23 | CC(C)NC(=O)C1(C)CCN1C(=O)C1(c2ccccc2)CCCC1 (stereo not drawn) | 8%
24 | Cc1ccc(CN2CCC3(CC2)CN(c2ncccn2)CC3CO)cc1C (stereo not drawn) | 13%
25 | CC(=O)Nc1ccc(C)cc1S(=O)(=O)NCCn1c(C)cnc1C1CCC1 | 71%[activator]
26 | O=C(NCC(O)c1ccc(F)cc1)Nc1ccc(F)cc1 (stereo not drawn) | 47%[activator]
27 | O=C(Nc1ccc(Cl)cc1)N1CCn2c(nnc2C2CC2)C1 | 20%[176 µM]
28 | CC(=O)c1cccc(NC(=O)C(c2ccccc2)n2cnc3c2c(=O)n(C)c(=O)n3C)c1 (stereo not drawn) | -27%
29 | O=C(NCCc1cnc[nH]1)C1CCN(C2CCCCC2)CC1 | 103%[activator]
30 | O=C1CCNCCCC(C(=O)NCc2ccccc2)CCN1 (stereo not drawn) | 47%[activator]
31 | CC(C)=C(/C(=C/CS(=O)(=O)c1ccccc1)S(=O)(=O)c1ccccc1)S(=O)(=O)c1ccccc1 | ?
32 | N#Cc1cccc(Oc2ccccc2-c2ccccc2Oc2cccc(C#N)c2C#N)c1C#N | 4%
33 | COc1ccccc1C1NC(=O)N(CCC(C)C)C2=C1C(=O)OC2 (stereo not drawn) | -6%
34 | COCCCNC(=O)CN1C(=O)COc2ccc(C(=O)COc3ccc(OC)cc3)cc21 | ?
35 | CNCCN1C(=O)CC[C@H]2CN(C(=O)Cc3cccs3)CC[C@H]21 | 27%
36 | Cc1ccc(C(=O)N2CCc3nc(C)nc(-c4ccc(O)cc4)c3C2)cc1 | -2%
37 | COc1ccc2cc(C3Nc4ccccc4C(=O)N3C3CC3)ccc2c1 (stereo not drawn) | -7%
38 | C/C(=N\NC(=O)c1cccs1)c1cccc2ccccc12 | 32%[activator]
39 | CC(=O)c1c(C)[nH]c(C(=O)CSc2nnc(C3CC3)o2)c1C | 4%
40 | COCc1cn(C[C@H]2C[C@@H](NC(C)=O)[C@H](O)[C@@H]2O)nn1 | -1%[176 µM]
41 | COCCNC(=O)C(C)[C@@H]1CCc2c(C)cc(OC)c(C)c2C1 (stereo partly drawn) | 36%[176 µM]
42 | COc1ccc(CN2CC3(CCN(C(=O)Cc4c[nH]c5ccccc45)CC3)C2=O)cc1 | 16%
43 | Cc1ccc(NC(=O)Cn2nc(C)c3ccccc32)c(C)c1 | ?
44 | CCOc1ccc(CCC2CCN(C(=O)Nc3ccccc3OC)CC2)cc1 | 29%
45 | NC(=O)NC(=O)CSC1=Nc2ccccc2CS1 | ?
46 | COc1ccc2[nH]c(C(=O)NCc3ccccn3)c(C)c2c1 | 0%
47 | Cc1nc(CCC(=O)NCc2ccc3[nH]c(-c4ccccc4F)c(C)c3c2)n[nH]1 | 95%[activator]
48 | COC(=O)C(NC(=O)c1ccc(OC)cc1)(Nc1nc(C2CC2)cs1)C(F)(F)F (stereo not drawn) | -22%
49 | O=S(=O)(CCN1CCCn2nc(CO)cc2C1)c1ccccc1 | 22%
50 | CCOc1cc2c(cc1/C=C(/C#N)c1ccccn1)OC(C)C2 (stereo not drawn) | -45%

Remaining list, next part.
entry | structure | ALOX12 inh
51 | CCN(Cc1ccccc1)C(=O)CC1CCCN(c2cnn(C)c(=O)c2)C1 (stereo not drawn) | ?
52 | O=C(N[C@@H]1CCOC[C@H]1Oc1ccccn1)c1ccc(N2CCCC2=O)cc1 | 1%
53 | Fc1ccc(-c2ccnc3ncnn23)cc1 | 28%
54 | COc1cc(/C=C/C(=O)OC(C)C(=O)c2ccc(C)cc2)ccc1OCC#N (stereo not drawn) | -16%
55 | C=CCn1c(SCc2coc(-c3cccc(F)c3)n2)nnc1C1CCS(=O)(=O)C1 (stereo not drawn) | 31%[activator]
56 | O=C(NCc1nnc2ccc(-c3ccccc3)nn12)c1ccc(F)cc1Cl | -7%
57 | CCc1cnc(C)nc1N1CCCn2nc(CCC(=O)NC3CC3)cc2C1 | 49%[activator]
58 | C#CCNC(=O)[C@@H]1Cc2cn(Cc3nccn3C)c3cccc(c23)[C@H](CC(C)C)N1 | 50%[activator][176 µM]
59 | COc1cccc(CN2CCc3nnc(CCc4ccccc4)n3CC2)c1OC | 20%
60 | COc1ccc(-c2csc(/C(C#N)=C\c3ccccc3C(F)(F)F)n2)cc1 | 0%
61 | CN1CCC(N2CCN(C(=O)CCC3CCCCC3)CC2)C1=O (stereo not drawn) | 6%
62 | COc1ccc(CCC(=O)Oc2ccc3c(c2)OCO3)cc1 | 8%
63 | CCOc1ccc(-n2c(C)c3c(C)nnc(C)c3c2C)cc1 | -27%
64 | Cc1c(CC(=O)N2CCOCC2)c(=O)oc2cc(O)ccc12 | 15%
65 | Cc1c(C(=O)Nc2cccc3cccnc23)cccc1[N+](=O)[O-] | 44%[activator]
66 | CCc1ccc(NC(=O)N2CCC3(CC2)OCCO3)cc1 | 35%[activator]
67 | Cc1cc(C)cc(CC(=O)N2CCC2(C)C(=O)NS(=O)(=O)Cc2ccccc2)c1 (stereo not drawn) | -25%
68 | Cc1nc2cc(F)cc(C(=O)O)c2nc1C | ?
69 | Cc1ccc(-c2nnn(CC(=O)N3N=C(c4ccc(Cl)cc4)CC3c3ccco3)n2)cc1 (stereo not drawn) | ?
70 | CC1(C(=O)NS(=O)(=O)C2CC2)CCCN(C(=O)Cc2ccc3ccccc3c2)C1 (stereo not drawn) | 9%
71 | COc1cc(/C=C/C(=O)OCc2ccc(C#N)cc2)cc(OC)c1OC | 31%
72 | CO[C@@H]1CCOC[C@H]1NS(=O)(=O)c1ccc2c(c1)N(C(C)=O)CCO2 | 43%[activator]
73 | COCc1nc(C2CCCN(C(=O)c3ccsc3)C2)no1 (stereo not drawn) | 45%[activator]
74 | CCSc1nc2n(n1)C(c1cccc(O)c1)C1=C(CC(C)(C)CC1=O)N2 (stereo not drawn) | 2%
75 | CCCCOc1ccc(S(=O)(=O)NCCO)cc1 | -25%
76 | O=C(O)c1ccc(F)c(S(=O)(=O)N2CCCCC2)c1 | -21%
77 | CC(C)CCN1CCC(O)(c2csc(CN3CCc4ccccc4C3)n2)CC1 | 39%[activator][176 µM]
78 | COc1cc(CNC(=O)c2cc(-c3cc(F)ccc3OC(C)C)n[nH]2)cc(OC)c1 | -5%
79 | COc1ncc(-c2ccc(N3C(c4ccc([N+](=O)[O-])cc4)=Cc4ccccc4C3CC(C)=O)cc2)cn1 (stereo not drawn) | -1%
80 | Cn1cnc(S(=O)(=O)N2CCCCC2c2noc(COCC3CC3)n2)c1 (stereo not drawn) | 31%
81 | Cc1cc(C)n(-c2ncnc3scc(-c4ccccc4Cl)c23)n1 | 37%[activator]
82 | CC(=O)Nc1cccc(-c2ncc3c(n2)OCCN(CC2CC2)C3=O)c1 | 6%[176 µM]
83 | CC(C)(C)c1ccc(NC(=O)CCc2ncc(-c3ccccc3)o2)cc1 | -5%
84 | Cc1cccc(NC(=O)Cc2c[nH]c3ccccc23)c1C | 6%
85 | Cc1cc(C(=O)CSc2n[nH]c(C3CC3)n2)c(C)n1C1CC1 | ?
86 | COc1ncnc2c1ncn2CCCN1CCN(Cc2ccc(C)cc2)CC1 | 6%
87 | N#C/C(=C\c1ccc(O)c(I)c1)c1nc2ccccc2[nH]1 | -22%
88 | CCCCn1c(=O)[nH]c(=O)c2c1nc(CCC(=O)Nc1ccc(C)cc1)n2CC(C)C | -24%
89 | COc1ccc(N2CC(C(=O)Nc3ccccc3C(=O)N3CCOCC3)CC2=O)cc1 (stereo not drawn) | 3%
90 | CCN(CC)c1cc(CCC(=O)NCCN(C)C2CCCCC2)ccn1 | 56%[activator]
91 | COc1ccc(C(=O)NC[C@H]2O[C@@H](CC(=O)N3CCN(c4ccccc4OC)CC3)[C@H](O)[C@@H]2O)cc1 | -53%
92 | O=C(N[C@@H](Cn1cc(Cl)c(=O)[nH]c1=O)C(=O)O)C1CCC1 | ?
93 | Cc1cccc(OCC(=O)N2CCC(n3cc(-c4nc(C5CC5)no4)nn3)C2)c1 (stereo not drawn) | 6%
94 | Fc1ccc(COc2ccc(Cl)cc2)cc1 | 16%
95 | Cc1nn(CC(=O)NCc2ccccc2)c(=O)c2nc(C(C)C)sc12 | 29%
96 | Cc1cc(CN2CCC3(CC2)CCN(Cc2cscn2)CC3CO)on1 (stereo not drawn) | 25%
97 | CC(C)=CC(=O)NC(C)c1ccc(Cl)c(Cl)c1 (stereo not drawn) | -38%
98 | O=C(NCc1cccnc1)[C@@H]1C[C@H](c2ccc(F)cc2)N(Cc2ccccc2Cl)C1 | ?
99 | COc1ccc(-c2nc(C(C)C)nc3c2CCN(C(=O)c2cccc(Cl)c2)CC3)cc1 | -18%
100 | O=C(O)c1ccc([N+](=O)[O-])nc1 | -25%

(further entries)
entry | structure | ALOX12 inh
101 | Cc1ccc(Cn2c(N3CCC(C(N)=O)CC3)nc3c2c(=O)n(C)c(=O)n3C)cc1 | -30%
102 | CN(C)c1ccc(CCc2nc(C3CCOC3)no2)cc1 (stereo not drawn) | 33%[activator]
103 | CCOC(=O)c1[nH]c(C)c(C(=O)OCC2CC2(Cl)Cl)c1C (stereo not drawn) | 54%[activator]
104 | CCOc1ccccc1C(=O)Nc1nonc1-c1ccc(OC(C)C)cc1 | 4%
105 | Nc1sccc1C(=O)NCc1ccncc1 | ?
106 | O=C(NCC1Cc2cc(F)cc(-c3cnccn3)c2O1)c1cccc(-c2ccccc2F)c1 (stereo not drawn) | 3%
107 | Cc1ccccc1C(=O)Nc1nonc1-c1ccc(Cl)cc1 | ?
108 | Cc1ccc(S(=O)(=O)Nc2nc3ccc(C)cc3nc2Nc2ccc3c(c2)OCCO3)cc1 | -1%
109 | CC(C)NC(=O)c1cccc([N+](=O)[O-])c1 | 9%
110 | O=C(NCCc1ccc(F)cc1)c1ccc(=O)[nH]c1 | -1%
111 | COc1ccc2nc(C)c(C(=O)NC3CCCCCC3)cc2c1 | -3%
112 | NC(=O)CCNC(=O)C1=C[C@@H](NC(=O)CC2(CC(=O)O)CCCC2)[C@@H](O)[C@H](O)C1 | 18%[176 µM]
113 | CC(C)OCCCNC(=O)C1CC(=O)N(c2n[nH]c3cc(Br)ccc23)C1 (stereo not drawn) | 49%[activator]

Source: PubChem BioAssay

A portion of the library, so the mix of outcomes need not match the whole.
